# Yfh1-depleted yeast: enhancers of respiration in Yfh1-depleted yeast, dose response, Friedreich's ataxia, plus single-dose screen (AID 1465); S. cerevisiae Yfh1-off respiration, WST-1 reduction, 72 h; higher fold induction means a stronger effect; fold induction at 50 µM; hits with a dose series show EC50 in µM; 220,000 tested, 0.074% active;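 active = fold induction of absorbance versus untreated yeast above a set limit, then at least 30% activation at any dose in follow-up; inconclusive = repeats straddling the limit, or above it without dose testing; inactive = fold induction below the set limit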;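 also: activators that raise dye reduction in frataxin-depleted yeast; strong numbers were not always called active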
# Dengue-2 NS5 capping: Dengue-2 NS5 methyltransferase inhibitors, primary screen, biochemical, confirmation dose response (AID 588689). 340,000 tested, 0.3% active. Dengue-2 NS5 methyltransferase capping enzyme assay, biochemical; higher % means a stronger effect. inhibition, % at 25 µM; hits with a dose series show IC50 in µM. Genome polyprotein (Dengue virus type 2 (strain 16681-PDK53)); in the data active = a potency from the dose series; inconclusive = inhibition above about 29% without an active follow-up result
# SV40 large T antigen: SV40 large T antigen inhibitors, biochemical (AID 1903). inhibition, % at 20 µM; hits with a dose series show IC50 in µM. 310,000 tested, 0.39% active. SV40 large T antigen ATPase/helicase inhibition assay; higher % means a stronger effect; in the data active = a potency from the dose series; inconclusive = inhibition mostly from about 32% at the one dose, without a potency; inactive = the rest, 99 in 100 with inhibition below about 32%; also: strong numbers were not always called active
# GPR55 antagonists: GPR55 antagonists blocking LPI-driven arrestin recruitment, primary screen, imaging, U2OS, beta-arrestin-GFP, LPI agonist (AID 2013); G-protein coupled receptor 55 (Homo sapiens); U2OS GPR55 beta-arrestin-GFP translocation imaging, LPI antagonism; higher % means a stronger effect; inhibition, % at 10 µM; hits with a dose series show IC50 in µM; 290,000 tested, 0.13% active;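 active = spots per cell inhibited over 60%, with over 100 cells counted and total cytoplasm intensity under 500,000; inconclusive = wells with under 100 cells, flagged as likely toxic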;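 also: U2OS cells stably carrying GPR55 and arrestin-GFP stimulated by 5 µM LPI near EC80; imaged beta-arrestin-GFP aggregate spots per cell after agonist stimulation; plate controls were LPI-stimulated DMSO wells for no effect and DMSO wells without LPI for full effect; some results filed as inactive read as strong as hits; confirmed hits need IC50 under 10 µM and bright autofluorescent wells are also inconclusive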
# AID2073: inhibitors of Mint1-CaV2.2 protein interaction, biochemical, HTRF (AID 2073). Voltage-dependent N-type calcium channel subunit alpha-1B (Homo sapiens). HTRF protein-protein interaction, Mint1-CaV2.2; higher % means a stronger effect. inhibition, % at 20 µM, or IC50 in µM where a hit was titrated. 290,000 tested, 0.19% active; in the data active = inhibition mostly above about 51%, no sharp cut-off; inconclusive = no clear call, values can overlap the other calls; inactive = mostly below about 53%; also: some results filed as inactive read as strong as hits
# GPR55 activation: GPR55 agonists via beta-arrestin recruitment, primary screen, imaging, U2OS cells, beta-arrestin-GFP redistribution (AID 1961). U2OS GPR55 beta-arrestin-GFP redistribution imaging; higher % means a stronger effect. activation, % at 10 µM; hits with a dose series show EC50 in µM. 290,000 tested, 0.048% active;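 active = activation above 40% with more than 50 cells counted in the well; inconclusive = wells holding fewer than 50 cells, flagged as toxic or sparse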;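 also: U2OS osteosarcoma cells stably expressing GPR55 and beta-arrestin-GFP; plate controls were DMSO negative control for no effect and LPI positive control for full effect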
# GPR35 arrestin U2OS: GPR35 antagonists blocking zaprinast-driven arrestin recruitment, primary screen, imaging, U2OS, beta-arrestin-GFP, zaprinast agonist (AID 2058); G-protein coupled receptor 35 (Homo sapiens); U2OS GPR35 beta-arrestin-GFP translocation imaging, zaprinast antagonism; higher % means a stronger effect; one-dose inhibition, % at 10 µM; IC50 in µM for titrated hits; 290,000 tested, 0.052% active;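 active = inhibition of at least 50% with at least 30 cells and total cytoplasm GFP at most 10,000,000; inconclusive = under 30 cells or total GFP of 10,000,000 plus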
# MgcRacGAP inhibition: MgcRacGAP GTPase-activating activity inhibitors, confirmation, biochemical, ADP Hunter fluorescence; MgcRacGAP-stimulated Rac1 GTP hydrolysis, ADP Hunter fluorescence; higher % means a stronger effect; GST-tagged Rac1 F28L mutant substrate; one-dose inhibition, % at 30 µM; IC50 in µM for titrated hits; Rac GTPase-activating protein 1 (Homo sapiens); 340,000 tested, 0.6% active; AID 624330, 2012;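 active = first-screen hits whose inhibition reached a set limit at any dose in the follow-up dose series; inconclusive = inhibition above the set first-screen limit but never retested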;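 also: fluorescence reports GDP produced by GAP-driven GTP hydrolysis; strong numbers were not always called active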
# NTR1 ag: agonists of NTR1, primary screen, imaging, U2OS cells, beta-arrestin-GFP, high content (AID 493036); NTR1-U2OS beta-arrestin-GFP spot imaging, agonist mode; activation, % at 20 µM; 330,000 tested, 0.17% active;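 active = activation at or above 40% of the spot to cytoplasm intensity ratio, with at least 20 cells analyzed; inconclusive = wells under 20 cells, flagged as cytotoxic or low count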;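 also: 0% = DMSO without peptide and 100% = 100 nM NTR1 peptide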
# Target sequence (P30989 whole entry, looked up): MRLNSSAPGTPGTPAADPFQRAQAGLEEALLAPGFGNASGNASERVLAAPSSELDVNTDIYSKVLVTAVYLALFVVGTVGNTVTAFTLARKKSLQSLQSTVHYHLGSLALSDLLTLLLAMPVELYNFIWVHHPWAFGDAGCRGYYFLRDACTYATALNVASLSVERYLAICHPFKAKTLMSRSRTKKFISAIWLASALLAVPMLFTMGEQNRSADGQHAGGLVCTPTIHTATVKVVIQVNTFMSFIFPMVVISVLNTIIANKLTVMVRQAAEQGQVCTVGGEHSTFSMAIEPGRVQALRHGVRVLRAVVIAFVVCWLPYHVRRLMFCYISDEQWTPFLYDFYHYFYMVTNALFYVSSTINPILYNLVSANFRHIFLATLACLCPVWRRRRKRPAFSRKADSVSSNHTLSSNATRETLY
# NTR1 ag cell count 20 µM: also measured in NTR1 ag; calls as there; cell count; measured here: cell count, cytotoxicity flag
# Dengue-2 NS5 capping pilot replicate: recorded beside Dengue-2 NS5 capping, whose call it bears; inhibition, %; measured here: pilot screen replicate inhibition
# * marks the source's active call; other numbers are inactive results; i = inactive; ? = inconclusive; . = no result given.
SMILES,Yfh1-depleted yeast,Dengue-2 NS5 capping,SV40 large T antigen,GPR55 antagonists,AID2073,GPR55 activation,GPR35 arrestin U2OS,MgcRacGAP inhibition,NTR1 ag,NTR1 ag cell count 20 µM,others
COc1ccc(CN(C)CC(=O)NC2CCCc3ccccc32)cc1OC (stereo unspecified),i,-3.8%,-2.6%,-4.1%,-1.9%,0.1%,1.3%,6.1%,1.1,60,
CCOC(=O)CCc1c(C)c2ccc(OCC(=O)OC(C)C)cc2oc1=O,i,-4.7%,1.5%,23.1%,6.6%,-0.3%,9.9%,7.2%,1.1,78,
Cc1cc(N2CCN(c3ccccc3)CC2)nc(NCc2ccccc2)n1,i,-6.4%,5.2%,-32.9%,-4.9%,0.2%,11.0%,4.7%,7.3,81,
COc1cccc(CSc2nccn2C)c1,.,3.5%,28.5%,-6.0%,6.4%,-0.1%,7.0%,9.2%,-0.6,73,
OCCN1CCN(C(c2cccs2)c2ccc3cccnc3c2O)CC1 (stereo unspecified),i,.,30.0%,30.0%,-35.6%,0.7%,3.9%,.,.,.,
CCOC(=O)CC1(NC(=O)C2CCC(=O)N(CCc3ccccc3)C2)CCCCC1 (stereo unspecified),.,-1.8%,10.1%,1.5%,-4.4%,0.0%,3.7%,5.0%,1.1,72,
CCOC(=O)c1c(-c2cccs2)csc1NC(=O)CCCC(=O)O,i,-5.7%,1.4%,-20.5%,14.1%,-0.1%,10.4%,1.4%,-0.3,90,
CC(=O)Nc1ccc(Oc2sc(C(=O)c3ccccc3)c(N)c2C#N)cc1,i,-9.7%,-4.7%,3.1%,2.8%,-0.1%,12.4%,1.0%,7.2,66,
O=C(CSc1nnc(CSc2nc3ccccc3s2)o1)NC1CCCCC1,i,8.4%,22.2%,-2.1%,9.2%,0.3%,11.2%,17.0%,2.8,56,
O=C(c1cnc2c(c1)COc1ccc(Cl)cc1-2)c1ccccc1O,i,.,7.6%,10.1%,5.7%,0.3%,-3.1%,15.5%,3.8,38,
COc1ccccc1N1C(=O)CCC1(C#N)c1ccccc1 (stereo unspecified),i,3.0%,2.0%,2.5%,17.1%,-0.1%,9.7%,6.6%,-2.2,77,
CN(C)CCO[C@@H](c1ccc(Cl)cc1)c1ccccn1,.,.,3.7%,5.8%,7.1%,-0.2%,-2.3%,3.1%,0.4,62,
Cc1cccc2cc(C#N)c(NCCNS(=O)(=O)c3ccc4c(c3)OCCO4)nc12,i,-1.9%,10.0%,-1.0%,3.3%,-0.2%,-4.2%,-2.0%,4.1,84,
c1csc(-c2cc(N3CCCCC3)c3ccccc3n2)c1,.,-2.6%,-2.4%,-1.8%,5.8%,-0.3%,1.8%,3.3%,11.0,84,
CCN(CC)S(=O)(=O)c1ccc(/C=C/C(=O)Nc2ccc(N3CCOCC3)cc2)cc1,i,-8.7%,12.0%,5.0%,12.1%,-0.1%,-2.7%,15.0%,3.0,51,
CC(C)OCCCN1CN(S(=O)(=O)c2cccs2)c2nc3ccccc3nc21,i,.,4.7%,2.3%,3.6%,0.1%,-7.3%,.,-2.7,101,
CCOc1ccc(N=C2NC(=O)C(CC(=O)O)S2)cc1 (stereo unspecified),i,-4.5%,0.4%,-8.9%,-6.1%,0.0%,12.4%,13.5%,-0.6,43,
O=C(c1ccccc1)N1CCC(O)(c2cccnc2)CC1,.,5.6%,14.6%,0.7%,24.8%,0.8%,11.1%,6.7%,-0.3,95,
CCN(CC)S(=O)(=O)c1ccc(C(=O)OCC(=O)NCCN2C(=O)CSC2=O)cc1,i,-3.1%,8.0%,-4.4%,-3.2%,-0.1%,3.3%,-1.9%,0.2,43,
CCN(C(=O)CN1C(=O)COc2ccc(S(=O)(=O)N3CCOCC3)cc21)c1ccc(OC)cc1,.,-1.7%,3.6%,-12.7%,4.5%,0.3%,4.0%,5.2%,0.6,63,
CCn1c(/N=C/c2ccccc2O)nc2ccccc21,.,-5.0%,12.2%,9.8%,-5.0%,0.4%,5.1%,7.7%,-0.8,68,
COc1ccc(-c2nn(-c3ccccc3)cc2/C=N/Nc2cccc(C(=O)O)c2)cc1,i,3.0%,4.9%,4.3%,18.9%,-0.4%,-2.7%,7.2%,.,.,
CCCCn1c(Nc2ccc(OC)cc2)nc2ccccc21,.,-3.9%,4.1%,3.8%,-7.0%,-0.2%,0.8%,-5.7%,0.6,37,
c1ccc2[nH]c(CN3CCN(c4ncnc5c4oc4ccccc45)CC3)nc2c1,i,-6.1%,25.6%,20.5%,-5.9%,0.2%,17.7%,-1.5%,1.3,56,
Cc1ccc2c(c1)N(CCCC(=O)NCCC1=CCCCC1)C(=O)CO2,i,-3.2%,5.0%,-1.1%,-1.7%,-0.2%,19.0%,3.6%,0.6,79,
O=C(O)CNC(=S)N(Cc1ccccc1Cl)C1CCCC1,i,-0.8%,13.4%,-5.3%,-8.8%,1.1%,2.5%,12.2%,-0.3,56,
O=C(O)CCCCCCCCc1cn(CC2CCCCC2)nn1,.,-1.6%,19.1%,-6.7%,-7.0%,0.4%,3.0%,6.2%,3.2,60,
CN1CCN(C(c2cccc(Cl)c2)c2ccccc2Cl)CC1 (stereo unspecified),i,1.9%,7.7%,8.3%,-5.8%,0.1%,3.0%,7.6%,3.3,44,
Cc1nn2c(NCCCn3ccnc3)cc(C(C)C)nc2c1-c1ccccc1,i,2.3%,8.6%,6.4%,-4.2%,-0.1%,-15.3%,5.7%,2.1,57,
O=c1cc(Cn2ccnc2)c2cc3c(cc2o1)CCC3,i,-5.0%,5.6%,-11.0%,-4.8%,-0.3%,3.2%,2.2%,-3.0,137,
Cc1cc(OCC(O)CN(C)C(=O)C(C)Oc2ccccc2)ccc1Cl (stereo unspecified),.,.,5.2%,7.8%,5.0%,-0.3%,0.9%,15.5%,0.5,46,
CCN1CCc2c(sc(N)c2C(N)=O)C1,.,.,7.4%,7.0%,-28.1%,-0.1%,14.4%,4.5%,-0.9,62,
COC(=O)CSc1nnc(CNS(=O)(=O)c2ccc(C)cc2)n1C,i,-2.8%,-4.2%,-10.0%,-6.0%,-0.2%,-4.9%,-2.2%,-0.5,65,
CCS(=O)(=O)N1CCN(c2ccc([N+](=O)[O-])c(N3CCOCC3)c2)CC1,?,-4.0%,-0.5%,12.1%,-1.5%,-0.1%,1.7%,5.1%,-4.7,92,
CCN(CC(=O)Nc1c(F)cccc1F)C(=O)CCCOc1ccc(OC)cc1,.,-5.2%,9.4%,.,.,.,.,5.7%,-0.5,76,
Cc1ccc(C(=O)Cn2nnc3c(sc4nc5c(c(-c6ccccc6)c43)CCC5)c2=O)cc1,i,7.0%,8.6%,0.5%,-0.2%,-0.1%,3.6%,5.0%,1.5,28,
CC(=O)N1CCN(c2ccc(NC(=O)c3ccc4c(c3)OCCO4)cc2Cl)CC1,i,-10.4%,10.9%,1.7%,6.1%,0.2%,1.4%,4.0%,0.9,69,
Cc1cc(CNC(=O)c2ccc3nc(Cc4ccccc4F)oc3c2)nn1C,.,-2.7%,-1.8%,-3.9%,-4.7%,-0.2%,-23.1%,8.6%,-0.3,67,
Cc1cccc(-c2nc3cc(NC(=O)C4CCCO4)ccc3o2)c1 (stereo unspecified),i,-5.7%,7.1%,4.1%,20.9%,0.5%,0.0%,6.0%,.,.,
COc1cccc(CNC(=O)CCS(=O)(=O)c2ccc3c(c2)NC(=O)CO3)c1,.,-5.4%,3.9%,-14.1%,6.5%,0.0%,11.3%,12.4%,-0.8,65,
c1ccc(-c2ccc(OCCCn3cncn3)cc2)cc1,i,0.8%,-1.5%,-2.2%,-3.4%,-0.1%,13.3%,13.7%,2.7,70,
COc1ccc(OC)c(CN2CCN(CCCc3ccccc3)C(CCO)C2)c1 (stereo unspecified),.,-7.2%,22.9%,13.3%,2.7%,0.0%,4.8%,3.9%,1.2,55,Dengue-2 NS5 capping pilot replicate=-5.2
O=C(CCS(=O)(=O)c1ccccc1)Nc1ccc(S(=O)(=O)Nc2ncccn2)cc1,.,-7.1%,8.2%,3.7%,12.7%,-0.1%,3.2%,5.5%,0.9,48,
CCNC(=S)N/N=C/c1ccc(OCC(=O)Nc2ccc(C)cc2)cc1,i,0.8%,-0.7%,-6.0%,-5.1%,-0.1%,-0.1%,12.8%,5.9,59,
CCN(C(=O)c1ccc2c(SCC(=O)O)c3c(nc2c1)CCC3)c1cc(Cl)ccc1OC,.,-8.2%,15.8%,2.3%,-2.3%,-0.1%,20.8%,12.9%,-0.1,58,
CNC(=O)c1cccc(NC(=O)c2ccccc2OCc2ccccc2)c1,.,-8.3%,2.5%,-11.7%,-2.2%,0.2%,14.6%,8.6%,-2.2,56,
Cc1c(NC(=S)NC(=O)C2CCCCC2)c(=O)n(-c2ccccc2)n1C,i,-1.9%,7.3%,7.7%,1.4%,0.1%,-2.0%,5.8%,-1.4,70,
O=C(O)C1CCCCC1C(=O)NCCc1ccncc1 (stereo unspecified),i,-8.3%,12.2%,1.0%,-4.1%,-0.1%,-0.5%,5.1%,-1.1,47,
Cc1cc(C)n(CC(=O)c2ccc(Cl)cc2)n1,i,-9.0%,-6.8%,2.9%,-2.2%,0.2%,-12.5%,8.8%,-0.4,46,
CCOc1ccccc1N1CCN(C(=O)NCc2ccc(Cl)cc2)CC1,.,-7.3%,1.1%,-5.6%,-2.0%,0.3%,-3.2%,4.3%,0.1,55,
CCCCCc1cc(O)c2c(C)cc(=O)oc2c1,i,?,8.6%,-7.8%,41.5%,-0.1%,-5.4%,6.7%,2.9,87,
CO/N=C(\CS(=O)(=O)Cc1ccc(OC)cc1)c1ccc(Cl)cc1,i,1.4%,-10.5%,30.9%,-6.8%,-0.1%,-8.4%,-0.5%,-1.2,60,

# From PubChem BioAssay
